HCV inh: blocks hepatitis C virus; Huh7.5.1 HCVcc-Cre infection, luciferase reporter, 44 h; AID 651820; Potency, µM (highest dose often 41.8 µM), inactives show at the highest dose activity change, negative = inhibition, actives largely listed as inhibitors; hit rate 3.4% among 340,000; further: potency means the concentration at half of the fitted maximal effect
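Whole-lifecycle infectious HCVcc-Cre system; cells 1,000/well, compound then virus (~0.5 moi) added 4 h after plating, 44 h culture. Luciferase read 15 sec following 15 min substrate incubation, room temp.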
Giardia FBPA inh: blocks Giardia fructose-bisphosphate aldolase activity | Potency, µM (series often up to 59.6 µM), for the others: at the top dose activity, negative = inhibition, most hits filed as inhibitors | purified Giardia FBPA | hit rate 0.71% among 290,000; further: potency means the concentration at half of the fitted maximal effect; nearly all actives have a fitted effect of over 55% in size
Target sequence (A8B2U2 whole entry, looked up): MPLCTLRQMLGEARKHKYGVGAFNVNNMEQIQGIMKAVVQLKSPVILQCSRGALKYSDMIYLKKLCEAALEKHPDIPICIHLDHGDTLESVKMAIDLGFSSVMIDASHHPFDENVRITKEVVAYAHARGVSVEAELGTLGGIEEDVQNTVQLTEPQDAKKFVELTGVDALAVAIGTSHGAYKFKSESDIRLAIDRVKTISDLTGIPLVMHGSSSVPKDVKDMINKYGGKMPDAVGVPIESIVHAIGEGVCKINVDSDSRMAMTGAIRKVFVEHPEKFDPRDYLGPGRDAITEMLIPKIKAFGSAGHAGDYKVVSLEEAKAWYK
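Giardia FBPA (40 nM reagent) was preincubated 10 min at RT with compound (up to 57.5 uM final), then substrate plus GAPDH/TPI/NAD/arsenate coupling system with diaphorase/resazurin was added; resorufin fluorescence (525/598 nm) was read after 20 min.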
AmpC inh no detg: inhibitors of E. coli AmpC beta-lactamase without detergent | Potency, µM (series often up to 57.1 µM), for inactives: top-dose activity change, negative = inhibition, most hits filed as inhibitors | AID 485341 | P00811 | AmpC nitrocefin hydrolysis, absorbance 480 nm, 0.0001% Triton | hit rate 0.52% among 330,000;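 further: potency means the concentration at half of the fitted maximal effect; plate controls were no compound for no effect and no enzyme for full effect; nearly all actives have a fitted effect of over 20% in size; some results filed as inactive show a strong effect at the top dose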
Target sequence (P00811 whole entry, looked up): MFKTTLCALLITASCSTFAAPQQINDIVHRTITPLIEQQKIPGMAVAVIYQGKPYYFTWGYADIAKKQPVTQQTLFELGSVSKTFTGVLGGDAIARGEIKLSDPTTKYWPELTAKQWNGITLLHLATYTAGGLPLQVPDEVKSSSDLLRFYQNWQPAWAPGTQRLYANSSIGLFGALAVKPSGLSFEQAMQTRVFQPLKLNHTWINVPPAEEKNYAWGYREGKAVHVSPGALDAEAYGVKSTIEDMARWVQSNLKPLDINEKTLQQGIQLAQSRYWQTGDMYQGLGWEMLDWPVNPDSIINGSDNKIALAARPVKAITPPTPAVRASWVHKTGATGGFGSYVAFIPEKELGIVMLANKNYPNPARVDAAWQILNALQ
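20 mM phosphate pH 7.0 + 0.01% (detergent screen) or 0.0001% Triton X-100; 5.3 nM AmpC reagent; cpd preinc 15 min RT; nitrocefin (800 uM stock) to start; A480 q20 s × 4 min; Activity was normalised to no-enzyme and no-compound control wells.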
HCMV inh: blocks human cytomegalovirus replication; HFF cells, HCMV-luciferase reporter, 72 h; hits give low values; activity change, negative = inhibition, % at 57.5 µM; hit rate 4.5% among 410,000; AID 1259415; in the data active means activity change below about -60%; inconclusive means no clear call, values can overlap the other calls; inactive means above about -39%
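Compounds were evaluated in HFFs infected with an HCMV luciferase reporter virus (MOI 1 PFU/cell). Luciferase in lysates collected 72 h post infection served as the replication measure.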
Sm TGR block: inhibitors of Schistosoma mansoni thioredoxin glutathione reductase | Q962Y6 | purified TGR, DTNB reduction, TNB absorbance 405 nm | Potency, µM (series often up to 114 µM), inactives show top-dose activity change, negative = inhibition, hits mostly inhibitors | hit rate 3% among 360,000 | AID 485364; further: potency means the concentration at half of the fitted maximal effect; nearly all actives have a fitted effect of over 60% in size
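Kinetic colorimetric format: TGR-catalysed, NADPH-driven DTNB reduction monitored via TNB absorbance. Enzyme dispensed at 20 nM; compound exposure 15 min at room temperature before reaction start.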
AmpC detergent: inhibitors of E. coli AmpC beta-lactamase with detergent; P00811; AmpC hydrolysis of nitrocefin, absorbance 480 nm, 0.01% Triton; Potency, µM (doses to about 114 µM), without a hit: top-dose activity change, negative = inhibition, usual class: inhibitors; hit rate 0.041% among 370,000;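 further: potency means the concentration at half of the fitted maximal effect; 0% = no-compound wells and -100% = no-enzyme wells; nearly all actives have a fitted effect of over 25% in size; some results filed as inactive show a strong effect at the top dose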
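20 mM phosphate pH 7.0 + 0.01% (detergent screen) or 0.0001% Triton X-100; 5.3 nM AmpC reagent; cpd preinc 15 min RT; nitrocefin (800 uM stock) to start; A480 q20 s × 4 min; Activity was normalised to no-enzyme and no-compound control wells.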
* = called active by the depositor; ? = inconclusive; nt = no result given; & = joins results of further samples; [ ] = another dose, or the depositor's remark. Unless noted, the call rests on the fitted dose curve; in most records, active means well fitted curve in the direction sought with a large enough effect; inconclusive means small, poorly fitted or top-dose-only effect, or another doubt; inactive means no such curve, though single readings can be large; an effect the other way counts as inactive or inconclusive. Unless noted, on the % scale 0 is the no-effect control and ±100 the full control effect.

#	SMILES	HCV inh	Giardia FBPA inh	AmpC inh no detg	HCMV inh	Sm TGR block	AmpC detergent
1	Cc1ccc(CCNC(=O)C2CCCN(S(C)(=O)=O)C2)cc1 (stereo not drawn)	-8.5%	11.7%	-6.9%	10.3	9.2%	-0.8%
2	COc1ccccc1-n1c(SCC(=O)Nc2cc(C)on2)nc2c(c1=O)SCC2	-3.8%	-19.2%	-36.6%	-4.2	0.2%	-16.7%
3	CC(C)(C)NC(=O)NC(=O)CN1C(=O)NC(C)(c2ccccc2)C1=O (stereo not drawn)	-20.9%	-4.4%	2.0%	-3.5	-0.6%	-13.1%
4	COc1ccc(CCN(C)CCCN2CC(c3ccccc3)CC2=O)cc1OC (stereo not drawn)	-12.8%	?	-2.2%	?	-17.0%	-7.6%
5	COc1ccc(OC)c2[nH]c(=O)c(CCNC(=S)NC(C)(C)C)cc12	-28.5%	-3.9%	34.1%	?	-6.1%	0.2%
6	CCN(Cc1ccccc1)C(=O)C(CC(C)C)NS(=O)(=O)c1ccc2c(c1)CCN2C(C)=O (stereo not drawn)	nt	nt	nt	-20.2	-2.5%	-2.0%
7	FC(F)Oc1ccc(NC(=S)NC2CCCCCCC2)cc1	?	6.7%	-34.3%	?	-13.1%	3.3%
8	O=C(Nc1nnc(S(=O)(=O)N2CCc3ccccc32)s1)c1ccccc1	nt	nt	nt	-6.2	6.3%	5.2%
9	CCCCSc1nc2c(cnn2-c2ccc(F)cc2)c(=O)[nH]1	12.3%	-10.5%	39.8µM*	18.0	-1.0%	?
10	O=C(NC1CCN(S(=O)(=O)c2ccc(Cl)c(F)c2)CC1)c1cccnc1	-1.3%	nt	14.0%	-1.1	-2.9%	1.3%
11	Brc1ccc(CN2CCSCC2)cc1	7.8%	?	-14.0%	-5.3	-17.0%	2.7%
12	O=C(Nc1ccc(F)cc1)Nc1cnccn1	12.6%	2.3%	-20.1%	13.6	?	4.2%
13	COC(=O)c1sc(-c2ccccc2)cc1NC(=O)c1ccc(OC)cc1	-7.5%	18.0%	-4.3%	-2.8	3.0%	-6.6%
14	COC(=O)C1(C)NC(c2cccs2)C2C(=O)N(c3ccc(F)cc3)C(=O)C21 (stereo not drawn)	-3.7%	6.4%	-1.1%	-0.6	-16.6%	?
15	Cc1ccc(C)c(S(=O)(=O)NCC(=O)N2CCCC2)c1	16.0%	5.8%	-11.6%	-39.7	0.0%	-13.4%
16	CCOC(=O)C(C)N1N=C(/C=C/c2ccc(OC)cc2)CCC1=O (stereo not drawn)	9.9%	4.6%	56.1%	15.0	-17.0%	-1.0%
17	COc1cccc(OC)c1C(=O)OCC(=O)Nc1ccc(OC(F)(F)F)cc1	?	-6.6%	24.1%	25.3	-23.4%	1.9%
18	Cc1c(C(=O)Nc2ccc(F)c(C(F)(F)F)c2)sc2nc(-c3ccccc3)cn12	nt	nt	nt	-97.7*	0.3%	21.1%
19	CC(C)(C)c1ccc(C(CC(=O)O)NC(=O)Cc2ccccc2)cc1 (stereo not drawn)	11.8%	4.3%	-36.2%	14.3	6.3%	-6.3%
20	CCN(CC)S(=O)(=O)N1CCC(C(=O)N2CCC3(CC2)OCCO3)CC1	11.1%	4.6%	-6.0%	23.1	11.4%	1.5%
21	O=C(O)c1ccc2nc3c(nc2c1)-c1ccccc1C3=O	-3.9%	?	-6.2%	1.0	10.1%	-5.5%
22	COc1ccc(C)cc1NC(=O)C1CCCN1C(=O)OCc1ccccc1 (stereo not drawn)	-10.0%	2.2%	0.2%	-18.2	1.5%	-2.1%
23	CC1CCCN(CCC(=O)Nc2ccc(F)c(F)c2)C1 (stereo not drawn)	2.2%	-2.9%	-10.1%	-2.9	0.7%	?
24	CCCN1C(=O)c2cc(C(=O)NCc3cccs3)ccc2C1O (stereo not drawn)	nt	3.7%	0.0%	nt	-30.6%	?

Some of these compounds in order of molecular weight, low to high.
#	SMILES	HCV inh	Giardia FBPA inh	AmpC inh no detg	HCMV inh	Sm TGR block	AmpC detergent
21	O=C(O)c1ccc2nc3c(nc2c1)-c1ccccc1C3=O	-3.9%	?	-6.2%	1.0	10.1%	-5.5%
24	CCCN1C(=O)c2cc(C(=O)NCc3cccs3)ccc2C1O (stereo not drawn)	nt	3.7%	0.0%	nt	-30.6%	?
14	COC(=O)C1(C)NC(c2cccs2)C2C(=O)N(c3ccc(F)cc3)C(=O)C21 (stereo not drawn)	-3.7%	6.4%	-1.1%	-0.6	-16.6%	?
20	CCN(CC)S(=O)(=O)N1CCC(C(=O)N2CCC3(CC2)OCCO3)CC1	11.1%	4.6%	-6.0%	23.1	11.4%	1.5%
18	Cc1c(C(=O)Nc2ccc(F)c(C(F)(F)F)c2)sc2nc(-c3ccccc3)cn12	nt	nt	nt	-97.7*	0.3%	21.1%

Later entries
#	SMILES	HCV inh	Giardia FBPA inh	AmpC inh no detg	HCMV inh	Sm TGR block	AmpC detergent
25	CCOC(=O)[C@@]1(C#N)[C@@H]2C=CC(C(N)=O)=CN2[C@@H](C(N)=O)[C@@H]1c1cccc(Cl)c1	-8.7%	?	-20.0%	35.0	-30.8%	-0.3%
26	O=C(c1ncc[nH]1)c1ccco1	?	-0.8%	2.5%	56.7	0.0%	-11.7%
27	Cc1ccc(Nc2nc(/N=C/N(C)C)n[nH]2)cc1C	1.0%	-0.3%	-17.0%	108.9	-116.3%	?
28	COc1ccc(/C=N/NC(=O)c2ccc(N3CCCC3=O)cc2)cc1	-16.9%	nt	-4.7%	-21.6	-6.7%	-4.4%
29	NC(=O)c1ccsc1NC(=O)c1cc(=O)c2ccccc2o1	7.3%	-0.1%	1.7%	24.8	-14.0%	-22.5%
30	C=CCC1(CC=C)CCCN1C(=O)c1cc(COc2cccc(OC)c2)on1	14.1µM*	nt	-12.7%	0.0	-7.7%	-1.2%
31	O=C(CNC(=O)c1cccc(F)c1)N/N=C/c1ccc(O)c([N+](=O)[O-])c1	6.2%	-6.5%	-16.2%	?	-22.4%	-11.9%
32	Cc1ccc(OC(C)C(=O)Nc2ccc(F)cc2)c([N+](=O)[O-])n1 (stereo not drawn)	7.9%	nt	-19.7%	19.6	-8.7%	-2.6%
33	Cc1cc(O)c(-c2cc(C(=O)NCc3ccc4c(c3)OCO4)[nH]n2)cc1C	12.1%	?	-20.1%	-21.9	6.3%	-9.2%
34	COc1ccc(OC)c(NC(=O)CSC2=Nc3ccccc3C3=NC(CCC(=O)NCCc4ccccc4)C(=O)N23)c1 (stereo not drawn)	nt	nt	nt	-3.7	1.5%	5.2%
35	O=C(CN1CCN(Cc2ccccc2)CC1)Nc1ccc(N2CCOCC2)cc1	25.6%	4.8%	7.4%	26.4	-0.8%	-4.7%
36	O=C(CN1C(=O)CCC1=O)Nc1cccc2c1C(=O)NC2=O	26.7%	-0.4%	-6.6%	66.4	-10.4%	-1.5%
37	CCN1C(=O)c2ccccc2S(=O)(=O)c2ccc(C(=O)NCCOC)cc21	39.2%[activator]	-4.6%	-2.4%	-31.7	-5.1%	-8.8%
38	Cc1cc(C)c2c(=O)c3c(oc2c1)C(=O)N(Cc1ccco1)C3c1ccccc1F (stereo not drawn)	nt	nt	nt	6.4	16.3%	12.3%
39	NC(N)=NC(=O)c1nc(Cl)c(N)nc1N	?	-11.8%	227.7%[activator]	3.1&1.9&-12.3	-5.8%	-8.0%
40	CCOc1ccc(NC(=O)CSC2=Nc3ccccc3C3=NC(CC(=O)NCc4ccc5c(c4)OCO5)C(=O)N23)cc1 (stereo not drawn)	nt	nt	nt	61.6	1.2%	-1.5%
41	COc1ccc(NS(=O)(=O)c2cn(C)cn2)c(OC)c1	19.9%	-2.2%	-11.6%	33.0	3.9%	2.1%
42	COc1ccc(OC)c(C(=O)CN2C(=O)N(c3ccc(C)cc3)S(=O)(=O)c3ccccc32)c1	nt	nt	nt	-3.8	7.4%	11.4%
43	Cc1cc(C(=O)NNC(=O)Nc2ccccc2)no1	7.9%	0.7%	-12.4%	0.6	0.8%	-6.2%
44	C=CCN(C(=O)c1cccc(N2C(=O)C3CC=CC(C)C3C2=O)c1)c1ccccc1 (stereo not drawn)	-0.8%	-0.5%	-2.8%	-23.7	-24.1%	1.6%
45	Cc1ccc(S(=O)(=O)N2CCCC(C(=O)N3CCC4(CC3)OCCO4)C2)cc1 (stereo not drawn)	0.2%	4.2%	20.1%	-25.8	-23.0%	2.4%
46	CN1CCc2c(C#N)c(N3CCCCC3)nc(NCc3ccccc3)c2C1	?	?	141.0%[activator]	45.7	-24.0%	3.2%
47	CN(Cc1ccccc1)C(=O)c1[nH]cnc1C(=O)NCc1ccc(CNC(=O)OC(C)(C)C)cc1	?	nt	37.3%	-1.4	-18.7%	-1.4%
48	O=C1OCc2cc(-n3cccc3)ccc21	?	0.1%	-26.8%	-6.9	-12.8%	3.9%
49	COc1ccc(C(=O)c2c(N)c(-c3nc(-c4ccccc4)cs3)c3ccccn23)cc1	nt	nt	nt	22.9	-7.9%	-6.0%
50	CC(NC(=O)COC(=O)COc1ccc(C(=O)c2ccccc2)cc1)c1ccccc1 (stereo not drawn)	16.6%	nt	0.0%	3.2	4.5%	5.8%
51	Cc1cc(C)cc(-n2c(SCC(=O)NCc3ccc(F)cc3)nc3c([nH]c4ccccc43)c2=O)c1	nt	nt	nt	22.8	2.5%	4.4%
52	NC(=O)CN1CCCC1c1ccc2c(c1)OCCO2 (stereo not drawn)	-11.9%	12.3%	24.6%	10.7	2.3%	-14.5%
53	CCOC(=O)C1=C(c2ccccc2)ON(C)C1c1ccccc1 (stereo not drawn)	6.1%	-1.2%	-21.1%	-30.5	-0.4%	?
54	COC(=O)C1=C(C)N(CCc2c[nH]c3ccccc23)C(=O)/C1=C\N(C)C	-3.9%	-12.0%	-4.5%	-0.4	nt	0.4%
55	CCOc1ccc(CCNC(=O)CCNS(=O)(=O)c2ccc(Br)cc2)cc1OCC	?	nt	35.8%[activator]	6.7	-10.0%	-1.4%
56	N#Cc1c(N)nc(SCC(=O)OCc2ccccc2)c(C#N)c1-c1ccco1	-15.7%	-10.8%	-27.9%	33.8	-1.8%	?
57	Cc1ccc(NC(=O)C(=O)NC(C)C2COc3ccccc3O2)cc1 (stereo not drawn)	-23.1%	0.3%	-10.3%	-38.1	11.3%	-0.9%
58	CSCCC(NS(=O)(=O)c1ccc2c(c1)oc(=O)n2C)C(=O)NC1CCCCC1 (stereo not drawn)	0.1%&10.2%	-1.3%	-40.3%	-1.8	-16.3%	?
59	COc1ccc(S(=O)(=O)N2CCN(S(=O)(=O)c3ccc(C(F)(F)F)cc3)CC2)cc1C	28.9%	2.5%	-1.3%	-21.0	-30.9%	1.8%
60	Cc1cccc(C)c1N1CCN(S(=O)(=O)N2CCOCC2)CC1	6.0%	-1.2%	37.3%	-18.4	0.0%	-16.5%
61	CCNc1nc(SCCOc2ccc(Br)cc2)nc(N(C)C)n1	-26.3%	-2.4%	-28.7%	?	-9.7%	4.9%
62	Cn1c2ccccc2c(=O)c2ccc(C#CC3(O)CCCCC3)cc21	10µM*	-2.1%	46.0%	?	-24.2%	-9.3%
